DT40 TDP1 CPT – qHTS for Inhibitors of human tyrosyl-DNA phosphodiesterase 1 (TDP1): qHTS in cells in presence of CPT | chicken DT40 Tdp1-/-;hTDP1 cells + 20 nM CPT, ATP luminescence, 48 h | Potency, µM (doses to about 46.2 µM), for the others: top-dose activity change, negative = growth inhibition, actives largely listed as inhibitors | 12% of 420,000 active; further: nearly all actives have a fitted effect of over 55% in size
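Chicken DT40 Tdp1-/- cells stably complemented with human TDP1 were seeded at 400 cells/well in medium containing 20 nM camptothecin, exposed to pin-transferred compounds, and grown at 37 °C for at least 48 hr. Viability was read as ATP luminescence.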
N370S GC mod – qHTS Assay for Inhibitors and Activators of N370S glucocerebrosidase as a Potential Chaperone Treatment of Gaucher Disease; Potency, µM (highest dose often 59.4 µM), for the others: top-dose activity change, negative = inhibition, actives largely listed as inhibitors; AID 2101, 2009; Lysosomal acid glucosylceramidase (Homo sapiens), P04062; 0.092% of 330,000 active; N370S GC spleen homogenate, 4MU-glucoside fluorescence;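 further: 0% = full enzyme activity and -100% = no enzyme basal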
FEN1 inh – qHTS Assay for the Inhibitors of Human Flap endonuclease 1 (FEN1); P39748; Recombinant FEN1 flap cleavage, fluorescence, 15 min; Potency, µM (series often up to 114 µM), for the others: at the top dose activity change, negative = inhibition, usual class: inhibitors; 0.35% of 390,000 active; further: nearly all actives have a fitted effect of over 65% in size
Target sequence (P39748 whole entry, looked up): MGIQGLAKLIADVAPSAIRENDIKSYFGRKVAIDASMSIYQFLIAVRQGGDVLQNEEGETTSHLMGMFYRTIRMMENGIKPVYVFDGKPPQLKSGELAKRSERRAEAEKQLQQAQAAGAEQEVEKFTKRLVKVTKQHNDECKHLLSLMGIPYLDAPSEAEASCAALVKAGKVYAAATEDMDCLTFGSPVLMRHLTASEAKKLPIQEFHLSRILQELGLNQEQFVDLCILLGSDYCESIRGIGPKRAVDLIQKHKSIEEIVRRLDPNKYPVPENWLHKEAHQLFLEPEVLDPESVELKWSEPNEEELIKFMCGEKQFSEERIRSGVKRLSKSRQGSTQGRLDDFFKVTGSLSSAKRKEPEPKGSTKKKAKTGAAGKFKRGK
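Nuclease activity of 10 nM FEN1 was measured after 15 min of room-temperature exposure to titrated compounds, by adding 50 nM flap substrate and reading plates at 0 and 15 min.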
Starred values were filed as active, the others as inactive; ? = inconclusive; · = no result given; & = joins results of further samples; [ ] = dose if it differs, or a comment. The call rests on the fitted dose curve; in most records, active means well fitted curve in the direction sought with a large enough effect; inconclusive means small, poorly fitted or top-dose-only effect, or another doubt; inactive means no such curve, though single readings can be large; an effect the other way counts as inactive or inconclusive. Unless noted, on the % scale 0 is the no-effect control and ±100 the full control effect; potency means the concentration at half of the fitted maximal effect.

SMILES	DT40 TDP1 CPT	N370S GC mod	FEN1 inh
O=C(NCC(c1cccnc1)N1CCN(c2ccccc2F)CC1)c1ccco1 (configuration not stated)	?	-11.0%	-3.3%
CCOc1cc(C(=O)OCC(=O)NCc2ccco2)cc(OCC)c1OCC	-28.3%	1.2%	-16.7%
CC(NC(=O)c1ccccc1)C(=O)N/N=C/c1ccc(O)cc1 (configuration not stated)	4.5%	-6.7%	-6.6%
C=CCNC(=O)c1cc(Cl)cc(Cl)c1	?	-2.9%	7.2%
Cc1cccc(NC(=O)/C=C/c2ccc(Cl)cc2)n1	?	16.8%	-4.3%
COc1ccc(S(=O)(=O)N(C)Cc2nc(-c3cccc(C)c3)no2)cc1	?	·	-30.2%
COc1ccc(CSc2nncn2C)cc1[N+](=O)[O-]	17.6%	5.0%	9.6%
CCOC(=O)Cn1c(=O)cc(-c2ccccc2)c2c(C)nn(C)c21	?	·	-15.9%
COc1ccc2[nH]cc(C(=O)CN(C)CCc3ccc(OC)c(OC)c3)c2c1	18.4µM*	2.1%	-1.1%
CC1=CC(C)=Nc2ccc(C)cc2N1	-0.2%&-11.6%	-7.8%&-7.1%	7.6%&11.0%
CCN1CCN(c2ccc(S(=O)(=O)N3CCOCC3)cc2NC(=O)CC(NC(C)=O)c2ccccc2)CC1 (configuration not stated)	-13.3%	·	-16.1%
CCN(CC)S(=O)(=O)c1cc(NC(=O)CSCc2c(C)noc2C)ccc1C	?	·	-0.7%
Cc1cc2ncn(CC(C)C)c2cc1C	-7.8%	-17.6%	11.2%
O=C1C2CCC(C2)C1CN1CCOCC1 (configuration not stated)	-9.0%	·	2.1%
N/C(COc1ccc(Cl)cc1Cl)=N\NS(=O)(=O)c1ccccc1	-11.8%	-0.2%	0.6%
CCc1ccccc1N(CC(=O)NCc1ccco1)C(=O)c1snc(C(N)=O)c1N	?	10.3%	5.9%
O=C(C1CCCN(S(=O)(=O)c2ccc(F)cc2)C1)N1CCCC1 (configuration not stated)	12.3%	-1.0%	-5.8%
Cc1cc(-c2cc(C(=O)Nc3ccccc3)on2)nc(NCC2CC2)n1	-23.5%	·	13.6%
Clc1ccc(-c2cn3c(n2)-c2ccccc2C3)cc1Cl	?	26.8%	2.0%
COC(=O)c1nc(NC(=O)c2cc(OC)c(OC)c(OC)c2)n[nH]1	-15.7%	2.6%	-0.5%
O=C(O)C1CC(c2cccc(Br)c2)=NO1 (configuration not stated)	-8.9%	5.3%	-0.4%
O=C(c1cc(-c2cccc(O)c2)on1)N1CCN(C(c2ccccc2)c2ccccc2)CC1	20.6µM*	9.2%	?
CC(C)(C)c1nc2ccc(NS(=O)(=O)c3ccc(F)c(F)c3F)cc2[nH]1	-5.7%	-12.4%	17.6%
O=C(Cn1nc(-c2ccccc2)ccc1=O)Nc1ccc(N2CCN(C(=O)c3ccccc3)CC2)cc1	-21.2%	-3.0%	-10.7%
NC(=O)Nc1ccc(/C=C/c2ccnc3ccccc23)cc1	?	·	2.8%

New compounds follow.
SMILES	DT40 TDP1 CPT	N370S GC mod	FEN1 inh
COc1ccc(N2CCN(C3CCCN(S(=O)(=O)c4ccccc4)C3)CC2)cc1 (configuration not stated)	?	-2.4%	2.3%
Cc1cc(C)cc(NC(=O)c2ccc(S(=O)(=O)NCc3cccnc3)cc2)c1	16.4%	0.2%	-3.1%
CCN1C(=O)/C(=C/N2CCc3ccccc32)SC1=S	-1.1%	-1.1%	-6.9%
COc1ccc(NC(=O)CCc2nnc3ccc(NCc4ccc5c(c4)OCO5)nn23)cc1	-16.5%	0.1%	4.3%
O=c1[nH]c(=S)n(-c2cccc(Cl)c2)c(O)c1/C=N/N1CCOCC1	-12.3%	-0.9%	12.8%
CC(C)c1ccc(N(CC(=O)NCc2ccco2)C(=O)CCC(=O)Nc2ccccn2)cc1	-1.3%	-5.0%	-3.3%
CC1CCc2sc(C(=O)NCC3CCCO3)cc2C1 (configuration not stated)	-9.1%	-3.7%	1.1%
CC1(C)CC(=O)c2cnc(NC(=O)CSc3nc4ccccc4o3)nc2C1	-15.5%	6.2%	2.3%
CCCCn1c(SCN2C(=O)c3ccccc3C2=O)nc2cc(S(N)(=O)=O)ccc21	-82.7%	-8.2%	5.2%
CCN(CC)S(=O)(=O)c1ccc(NC(=O)C2COc3ccccc3O2)cc1 (configuration not stated)	?	-6.7%	-13.0%
O=C(O)C(Cc1ccccc1)N1C(=O)C2CCCCC2C1=O (configuration not stated)	-9.1%	2.6%	-8.7%
O=C(c1cc(C(F)(F)F)cc(C(F)(F)F)c1)N1CCC2(CC1)CCN(c1ccccc1)CC2	5.7%	-10.7%	·
CCOC(=O)c1sc(NC(=O)/C=C/c2ccccc2)nc1C	-16.6%	1.7%	-2.6%
COc1cccc(-c2cc(C(F)(F)F)n3nc(N)nc3n2)c1	-21.5%	-10.0%	6.7%
O=C(c1ccco1)N1CCN(C(=O)C(c2ccccc2)c2ccccc2)CC1	-3.2%	6.1%	6.3%
CCOC(=O)c1c(C)oc2nc(C)nc(Nc3cc(C)cc(C)c3)c12	4.6%	·	21.3%
Cc1ccc(C)c2sc(N3CCN(C(=O)C(C)(C)C)CC3)nc12	?	·	1.4%
COc1cc(OC)cc(C(=O)Nc2nc(CC(=O)NCc3ccc(F)cc3)cs2)c1	11.6µM*	-29.5%	-11.6%
COc1cc(NC(=O)Nc2cccc([N+](=O)[O-])c2)cc(OC)c1	?	-5.1%	-18.9%
COc1ccc(N=C2CC(C)(C)CC(=O)/C2=C(/O)c2ccccc2)cc1	-18.6%	-4.7%	-7.3%
Cc1ccccc1-c1nnn(CC(=O)c2ccc(S(=O)(=O)N3CCCC3)cc2)n1	-18.7%	11.7%[2.35 µM]	-11.8%
COc1cc(OC)cc(OC(=O)C2CCN(C(=O)c3ccc(F)cc3)CC2)c1	-14.1%	3.9%	-10.2%
COc1ccc(NC(=O)Cn2nnc3sc4c(c3c2=O)CC(C)(C)OC4)cc1	-29.0%	-1.6%	16.8%
Cc1ccccc1CN1CCN(c2nc3ccccc3s2)CC1	18.4µM*	-10.7%	-20.3%
O=C(c1cccnc1Cl)N(Cc1ccccc1)Cc1ccccc1	?	-8.2%	-1.7%

(cont.)
SMILES	DT40 TDP1 CPT	N370S GC mod	FEN1 inh
CCOC(=O)c1c(S(=O)(=O)N2CCCC(C(=O)NCc3cccc(C)c3)C2)c(C)n(C)c1C (configuration not stated)	-6.5%	·	4.7%
CC/C(=N\Nc1ccccc1[N+](=O)[O-])c1ccc(O)cc1	-19.8%	1.3%	-32.0%
CC1CCCN(C(=O)N2c3ccccc3Sc3ccccc32)C1 (configuration not stated)	?	16.8%	-13.9%
CCC(C)C(=O)Nn1c(C2CC2)nc2cc(OC)c(OC)cc2c1=O (configuration not stated)	-13.6%	-1.8%	1.0%
CC(C)CN(C(=O)COc1ccc2ccc(=O)oc2c1)C1CCS(=O)(=O)C1 (configuration not stated)	2.6%	1.5%	22.0%
O=C(NCCC(=O)N1CCc2ccccc21)c1ccco1	-0.9%	1.1%	7.3%
Cc1ccc(C)c(NC(=O)CCC(=O)NNC(=O)c2cccc([N+](=O)[O-])c2)c1	-19.2%	-0.9%	-7.0%
Cc1cc2[nH]c3ccccc3c2c(C)n1	?	2.7%	-24.8%
COc1ccc(/C=C/c2nnc(NC(=O)c3ccco3)s2)cc1	-6.8%	23.3%	-10.2%
O=c1c(-c2nnc(SCc3ccc(Cl)cc3Cl)o2)cccn1Cc1ccccc1	?	?	-3.5%
O=C(/C=C/c1ccccc1)NC(=S)NNC(=O)c1cnccn1	3.26µM*	2.4%	6.4%
O=C(Cn1nnc(-c2ccc(S(=O)(=O)N3CCCC3)cc2)n1)NCC1CCCO1 (configuration not stated)	-23.5%	-1.1%	26.2%
OC(COc1ccccc1)CN1CCCCC1 (configuration not stated)	-6.8%	·	-2.2%
COc1ccc(C2c3[nH]c4ccccc4c3CCN2Cc2ccoc2)c(F)c1 (configuration not stated)	?	-26.9%	0.6%
O=C(C1CCCC1)N1CCC(CC2CC(c3ccc(Cl)cc3)=NO2)(C(=O)NCC2CCCCC2)CC1 (configuration not stated)	-23.5%	-6.7%	9.7%
COc1ccc(CCNC(=O)c2ccc3c(c2)N(Cc2ccc(Cl)cc2)C(=O)c2ccccc2S3)cc1OC	?	·	-12.3%
CN1CCN(C(=O)C(=O)Nc2c3c(nn2-c2ccc(F)cc2)CSC3)CC1	2.3%	·	9.7%
CCC1(NC(C)=O)CC2CC1CC2NC(C)=O (configuration not stated)	?	-5.0%	-1.1%
CCN(CC)CCCNC(=O)C(=O)Nc1ccc2nc3n(c(=O)c2c1)CCCCC3	16.3%	·	0.9%
CCOC(=O)c1ccccc1NC1(c2ccc(OC)cc2)C(=O)c2ccccc2C1=O	-23.0%	·	?
Cc1ccc(-c2nc(CS(=O)(=O)CC(=O)NCCCN3CCOCC3)c(C)o2)cc1	-0.3%	-9.1%	-0.7%
COc1ccc(CC(=O)Nc2ccc(F)c(Cl)c2)cc1S(=O)(=O)N1CCOCC1	?	·	-20.8%
c1ccc2nc(-c3nc4ccccc4o3)ccc2c1	14.1µM*	10.0%	-10.6%
CCN(CC)CCN1C(=O)C(=O)/C(=C(/O)c2ccc(S(=O)(=O)N3CCOCC3)cc2)C1c1ccc(C(C)(C)C)cc1 (configuration not stated)	3.3%	-6.7%	-0.4%
CCN(CC)S(=O)(=O)c1ccc(C(=O)OCC(=O)N2CCOCC2)cc1	5.0%	-1.3%	3.0%
CCOC(=O)[C@H]1[C@H]2COc3ccc(OC)cc3[C@@H]2N2C(=O)c3ccc(C)cc3NC(=O)[C@@]12C	-16.9%	-3.5%	-14.0%
CC1(OC(=O)CCc2ccccc2)C(=O)C=C2C=C3CCCN3C=C2C1=O (configuration not stated)	8.8%	1.6%[12.8 µM]	-10.4%
CN(C)c1nc(N)nc(CSc2ncc(Cl)cc2Cl)n1	-13.2%	-3.4%	-16.6%
NC(=O)C1CCN(c2ncccc2[N+](=O)[O-])CC1	-3.5%	-1.9%	-9.3%

At a glance, part of the list above.
SMILES	DT40 TDP1 CPT	N370S GC mod	FEN1 inh
OC(COc1ccccc1)CN1CCCCC1 (configuration not stated)	-6.8%	·	-2.2%
COc1ccc(C2c3[nH]c4ccccc4c3CCN2Cc2ccoc2)c(F)c1 (configuration not stated)	?	-26.9%	0.6%
O=C(C1CCCC1)N1CCC(CC2CC(c3ccc(Cl)cc3)=NO2)(C(=O)NCC2CCCCC2)CC1 (configuration not stated)	-23.5%	-6.7%	9.7%
COc1ccc(CCNC(=O)c2ccc3c(c2)N(Cc2ccc(Cl)cc2)C(=O)c2ccccc2S3)cc1OC	?	·	-12.3%
CN1CCN(C(=O)C(=O)Nc2c3c(nn2-c2ccc(F)cc2)CSC3)CC1	2.3%	·	9.7%
CCC1(NC(C)=O)CC2CC1CC2NC(C)=O (configuration not stated)	?	-5.0%	-1.1%
CCN(CC)CCCNC(=O)C(=O)Nc1ccc2nc3n(c(=O)c2c1)CCCCC3	16.3%	·	0.9%
CCOC(=O)c1ccccc1NC1(c2ccc(OC)cc2)C(=O)c2ccccc2C1=O	-23.0%	·	?
Cc1ccc(-c2nc(CS(=O)(=O)CC(=O)NCCCN3CCOCC3)c(C)o2)cc1	-0.3%	-9.1%	-0.7%
COc1ccc(CC(=O)Nc2ccc(F)c(Cl)c2)cc1S(=O)(=O)N1CCOCC1	?	·	-20.8%
c1ccc2nc(-c3nc4ccccc4o3)ccc2c1	14.1µM*	10.0%	-10.6%
CCN(CC)CCN1C(=O)C(=O)/C(=C(/O)c2ccc(S(=O)(=O)N3CCOCC3)cc2)C1c1ccc(C(C)(C)C)cc1 (configuration not stated)	3.3%	-6.7%	-0.4%
CCN(CC)S(=O)(=O)c1ccc(C(=O)OCC(=O)N2CCOCC2)cc1	5.0%	-1.3%	3.0%
CCOC(=O)[C@H]1[C@H]2COc3ccc(OC)cc3[C@@H]2N2C(=O)c3ccc(C)cc3NC(=O)[C@@]12C	-16.9%	-3.5%	-14.0%
CC1(OC(=O)CCc2ccccc2)C(=O)C=C2C=C3CCCN3C=C2C1=O (configuration not stated)	8.8%	1.6%[12.8 µM]	-10.4%
CN(C)c1nc(N)nc(CSc2ncc(Cl)cc2Cl)n1	-13.2%	-3.4%	-16.6%
NC(=O)C1CCN(c2ncccc2[N+](=O)[O-])CC1	-3.5%	-1.9%	-9.3%

Screening data: PubChem BioAssay, National Center for Advancing Translational Sciences (NCATS)

An excerpt (hit frequency here may not be typical).
